Screening data from PubChem BioAssay.
Rev-RRE block = HIV-1 Rev-RRE binding inhibitors, primary screen, biochemical, FRET, protein-RNA interaction. inhibition, % at 8 µM. AID 704, 2007. P05866. Rev peptide-RRE RNA binding. 0.79% of 97,000 active;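 active = inhibition above the screen-wide mean plus 3 SD, cut at about 35% in these data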;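 note: 0% = median DMSO wells and 100% = median Neomycin B control wells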
Target sequence (P05866 whole entry, looked up): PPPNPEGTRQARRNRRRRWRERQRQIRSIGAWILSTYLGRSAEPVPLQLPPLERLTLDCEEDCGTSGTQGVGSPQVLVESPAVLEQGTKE
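assay system = Cy5-tagged RRE RNA duplex with fluorescein-tagged Rev peptide | incubation = 5 + 15 min at 25 °C | also added = labelled Rev peptide | measure = % inhibition of FRET ratio versus controls | benchmarks = DMSO wells as 0% and neomycin B wells as 100% inhibition | measured by = FRET fluorescence readout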
CYP2C19 inh = blockers of cytochrome P450 2C19 activity – biochemical, luminescence, ADME assay, primary screen | AID 778, 2007 | CYP2C19 Supersomes, luciferin-H EGE luminescence, 30 min | inhibition, % at 5 µM | 21% of 96,000 active | P33261;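 active = CYP2C19 inhibition above a set limit at 5 µM in the primary screen, cut at about 50% in these data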;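 note: plate controls were negative control wells for no effect and 2.5 mM tranylcypromine positive control for full effect; values of inactives mirror those of a sister screen read the other way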
PLK1 inh = human PLK1 kinase inhibitors, primary screen, biochemical, TR-FRET; Serine/threonine-protein kinase PLK1 (Homo sapiens), P53350; recombinant PLK1 kinase, TR-FRET peptide phosphorylation; inhibition, % at 10 µM; 0.53% of 97,000 active; AID 619, 2007;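 active = inhibition of 50% or more in the single-concentration screen; inactive = inhibition below 50%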;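 note: 0% = DMSO max control and 100% = H-89 dihydrochloride min control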
EphB4 ephrin blk = EphB4-ephrin-B2 interaction antagonists, primary screen, biochemical, TNYL-RAW peptide probe, fluorescence polarization. EphB4 LBD / TNYL-RAW-Alexa532 peptide. inhibition, % at 7 µM. 0.15% of 97,000 active. AID 720, 2007;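 active = inhibition above the screen-wide mean inhibition plus 3 SD, cut at about 15% in these data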;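 note: 0% = DMSO wells and 100% = excess unlabeled TNYL-RAW peptide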
CYP2C9 inh = blockers of cytochrome P450 2C9 activity – biochemical, luminescence, ADME assay, primary screen; P11712; CYP2C9 Supersomes, luciferin-H conversion; inhibition, % at 5 µM; 20% of 96,000 active;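 active = blocking of liver enzyme CYP2C9 beyond about 50% at 5 µM, limit read from the data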; note: values of inactives mirror those of a sister screen read the other way
Target sequence (P11712 whole entry, looked up): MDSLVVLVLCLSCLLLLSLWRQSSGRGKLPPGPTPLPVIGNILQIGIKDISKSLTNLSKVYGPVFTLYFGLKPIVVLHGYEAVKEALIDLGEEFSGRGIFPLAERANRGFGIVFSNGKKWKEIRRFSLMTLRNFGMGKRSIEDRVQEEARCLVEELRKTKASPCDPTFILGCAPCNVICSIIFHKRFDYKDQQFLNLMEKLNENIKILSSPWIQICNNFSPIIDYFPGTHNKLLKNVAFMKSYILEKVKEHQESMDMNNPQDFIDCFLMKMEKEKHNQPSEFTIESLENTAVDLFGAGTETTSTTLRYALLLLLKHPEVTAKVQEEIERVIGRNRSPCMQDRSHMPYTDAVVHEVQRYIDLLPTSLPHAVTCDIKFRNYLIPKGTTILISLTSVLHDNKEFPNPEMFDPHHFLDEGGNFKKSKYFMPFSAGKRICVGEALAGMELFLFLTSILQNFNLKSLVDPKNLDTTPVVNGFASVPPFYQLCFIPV
PLAP activator = PLAP enzyme activators, biochemical, luminescence, HTS. 1.2% of 96,000 active. purified PLAP enzyme, luminescent substrate read-out; stronger effect = higher value. activation fold at 20 µM. Alkaline phosphatase, placental type (Homo sapiens), P05187; in the data active = activation fold above about 2
PLK1 PBD inh = Plk1 polo box domain binding inhibitors, primary screen, biochemical, fluorescence polarization; Serine/threonine-protein kinase PLK1 (Homo sapiens), P53350; Plk1 PBD phosphopeptide binding; inhibition, %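 (tested at about 20 µM)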; 0.13% of 97,000 active; in the data active = inhibition above about 34%, passing the limit was not always enough
CYP2C9 activ = human CYP2C9 activators, primary screen, biochemical, luminescence; recombinant CYP2C9, luciferin-H conversion; stronger effect = higher value; factor 1 = untreated enzyme, 0 = blocked; activation factor at 5 µM; 1.4% of 96,000 active; AID 1024, 2008;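 active = activation factor of 2 or more for CYP2C9 at a 5 µM dose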;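 note: 0 = sulfaphenazole-blocked wells and 1 = vehicle-only wells; values of inactives mirror those of a sister screen read the other way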
CYP2C19 act = human CYP2C19 activators, primary screen, biochemical, luminescence; Cytochrome P450 2C19 (Homo sapiens), P33261; recombinant CYP2C19, luciferin-H EGE luminescence; stronger effect = higher value; 0 = fully inhibited enzyme, 1 = untreated enzyme; activation factor at 5 µM; 96,000 tested, under 10 active;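 active = activation factor of at least 2 at 5 µM in the primary screen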;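 note: 0 = wells with 2.5 mM tranylcypromine and 1 = vehicle-only wells; values of inactives mirror those of a sister screen read the other way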
* = called active by the depositor; . = no result given; [ ] = remark or other dose.

SMILES	Rev-RRE block	CYP2C19 inh	PLK1 inh	EphB4 ephrin blk	CYP2C9 inh	PLAP activator	PLK1 PBD inh	CYP2C9 activ	CYP2C19 act
Cc1nc(Oc2ccc(Cl)cc2)c2oc3ccccc3c2n1	5	0	-5	5	-1	1	4	1	1
O=C(O)CCC(=O)Nc1ccc(-c2nnc(-c3ccco3)o2)cc1	5	-10	53*	-7	-14	1	12	1.1	1.1
COc1ccc(NCc2nnc(SCC(=O)c3ccc(C)cc3)o2)cc1	-2	38	-8	-4	44	1.2	20	0.6	0.6
O=C(c1cccs1)N1CCCc2ccccc21	6	64*	-13	6	37	0.9	2	0.6	0.4
OC(C#CCN1CCCC1)c1ccccc1 (stereo unspecified)	12	22	-9	9	0	1	10	1	0.8
COc1ccc(-n2c(Cc3cccn3C)nnc2SCC(=O)Nc2cccc(OC)c2)cc1	-2	25	-3	-3	44	1.6	-21	0.6	0.7
COCCN(C(=O)CCC(=O)Nc1ccccn1)C(C(=O)NCCC(C)C)c1ccc(OC)cc1 (stereo unspecified)	4	42	-14	6	52*	1.7	6	0.5	0.6
O=C(c1ccco1)N1CCN(C2CC(=O)N(c3ccccc3)C2=O)CC1 (stereo unspecified)	-5	9	-11	2	-1	1.1	12	1	0.9
CC(=O)Nc1ccc(C(=O)Nc2ccc(S(=O)(=O)N3CCCC3)cc2)cc1	.	3	.	.	-20	0.8	.	1.2	1
COc1ccc(NC(=O)CC2COc3ccccc3O2)c(OC)c1 (stereo unspecified)	-3	86*	-7	-11	6	0.9	16	0.9	0.1
O=c1c2ccccc2ncn1CCCOc1ccccc1[N+](=O)[O-]	6	52*	-2	-5	42	0.9	-14	0.6	0.5
N#CC1=C(N)SC(N)=C(C#N)C1CCc1ccccc1	79*	85*	0	-9	92*	1.2	-16	0.1	0.1
COc1cccc(C(=O)CSc2nnc(CNS(C)(=O)=O)n2-c2ccc(C)cc2)c1	10	33	-7	-2	39	1.5	6	0.6	0.7
O=C(CSCCO)N1CCc2ccccc21	7	16	-9	-2	-49	0.8	9	1.5	0.8
O=C(NC1CCCCCC1)c1cccs1	8	35	-16	-9	21	1	14	0.8	0.7
Cn1nc(OC(=O)Nc2ccc(F)cc2)cc1C(F)(F)F	15	2	3	5	13	0.9	-2	0.9	1
Cc1ccc(OC(C)C(=O)Nc2ccc(S(=O)(=O)Nc3cc(C)on3)cc2)cc1 (stereo unspecified)	1	2	-5	2	11	1.5	5	0.9	1
C/C(=N\NC(=O)c1nc(C)cc(C)n1)c1ccccc1	7	-4	-7	3	1	0.9	10	1	1
CCOC(=O)C(NC(C)=O)C(=O)O (stereo unspecified)	4	24	4	-1	-9	0.9	19	1.1	0.8
C=CCNc1ncnc2ccccc12	9	9	-12	6	16	0.9	-13	0.8	0.9
Cc1ccc2nc(NC(=O)c3ccco3)sc2c1	-2	40	-8	-4	48	1	-8	0.5	0.6
COc1cc(C=O)ccc1OCC(=O)N1CCOCC1	8	-21	0	0	-20	1	3	1.2	1.2
CC(=O)C1=C(C)NC(=O)NC1c1cccs1 (stereo unspecified)	7	8	-7	-1	-6	0.8	3	1.1	0.9
O=c1[nH]c(CN2CCCCC2)nc2c1C1(CCCC1)Cc1ccccc1-2	4	.	-9	-10	.	.	-14	.	.
Cc1cc(-c2ccco2)n(CC(=O)O)n1	.	17	.	.	16	1	.	0.8	0.8

Entries of single compounds, quoted from the list:
O=c1[nH]c(CN2CCCCC2)nc2c1C1(CCCC1)Cc1ccccc1-2 as listed: Rev-RRE block: 4; CYP2C19 inh: .; PLK1 inh: -9; EphB4 ephrin blk: -10; CYP2C9 inh: .; PLAP activator: .; PLK1 PBD inh: -14; CYP2C9 activ: .; CYP2C19 act: .
C/C(=N\NC(=O)c1nc(C)cc(C)n1)c1ccccc1 as listed: Rev-RRE block: 7; CYP2C19 inh: -4; PLK1 inh: -7; EphB4 ephrin blk: 3; CYP2C9 inh: 1; PLAP activator: 0.9; PLK1 PBD inh: 10; CYP2C9 activ: 1; CYP2C19 act: 1

The list goes on:
SMILES	Rev-RRE block	CYP2C19 inh	PLK1 inh	EphB4 ephrin blk	CYP2C9 inh	PLAP activator	PLK1 PBD inh	CYP2C9 activ	CYP2C19 act
CCCCNC(=O)CC1N=C2c3ccccc3N=C(SCC(=O)Nc3ccccc3OC)N2C1=O (stereo unspecified)	1	45	0	0	20	1.4	-2	0.8	0.6
O=c1oc(-c2ccco2)nc2sc3c(c12)CCCC3	1	.	-8	-10	.	.	-12	.	.
CCC(C)NC(=O)C1(C)CCC(=O)N1CCc1ccc(OC)c(OC)c1 (stereo unspecified)	7	12	9	2	-2	0.9	22	1	0.9
CCn1c(COc2ccc(OC)cc2)nnc1SCC(=O)Nc1cc(OC)ccc1OC	14	66*	-8	2	54*	1.3	-11	0.5	0.3
O=C(O)c1cccc(COc2ccccc2Cl)c1	.	97*	.	.	95*	1.1	.	0	0
CCS(=O)(=O)N1CCC(C(=O)NCCCN2CCCC2)CC1	12	-20	-21	6	-19	1.3	-11	1.2	1.2
CC(=O)Nc1ccc(S(=O)(=O)N2CCN(C34CC5CC(CC(C5)C3)C4)CC2)cc1	1	4	-7	-1	14	1	8	0.9	1
Nc1nonc1/C(=N/O)N1CCCC1	11	-3	-5	2	10	0.9	6	0.9	1
Cc1cc(N2C(=O)c3ccc(C(=O)NCc4ccccc4)cc3C2=O)no1	-1	.	-11	-12	.	.	-6	.	.
O=C(NC(=S)Nc1ccc2oc(-c3cccnc3)nc2c1)c1cccc(Cl)c1	2	21	-11	-10	16	1	17	0.8	0.8
CCOC(=O)c1ccc2c(c1)N(CC)/C(=C\C=C1/SC(=S)N(CC)C1=O)N2CC	133*[fluorescence artefact?]	.	-10	-16	.	.	-130	.	.
O=C(NCc1nnc(SCC(=O)N2CCCCCC2)o1)c1ccco1	4	-10	-5	-1	2	1.1	6	1	1.1
Cc1ccc(NC(=O)NCCc2ccc(S(N)(=O)=O)cc2)cc1	6	14	-3	-7	23	0.9	-18	0.8	0.9
Cn1cnc([N+](=O)[O-])c1Nc1cccc(O)c1	2	-16	-10	1	-13	1	10	1.1	1.2
C=CCc1ccc(OCCCN2CCCC(C)C2)c(OC)c1 (stereo unspecified)	6	14	1	-4	-70	1.8	-23	1.7	0.9
COc1ccc(CCNC(=O)C23CN(Cc4ccccc4)CC2C(c2cccc([N+](=O)[O-])c2)=NO3)cc1 (stereo unspecified)	8	31	-4	5	26	1.4	5	0.7	0.7
CCOC(=O)CCCSc1nc2sc(C)c(C)c2c(=O)[nH]1	.	33	.	.	43	1.2	.	0.6	0.7
COCCn1c(C2CCCCC2)nc2sc3ccccc3c(=O)c2c1=O	1	61*	8	5	77*	1.4	-9	0.2	0.4
O=c1[nH]c2ccccc2n2c(-c3ccncc3)nnc12	8	12	-8	0	11	1	24	0.9	0.9
O=c1c(-c2nc3ccccc3s2)cccn1Cc1ccc(Cl)c(Cl)c1	19	-13	-2	6	74*	1.1	-35	0.3	1.1
CCCOc1ccc(/C(O)=C2/C(=O)C(=O)N(CCN(C)C)C2c2ccc(O)c(OC)c2)cc1 (stereo unspecified)	.	3	.	.	-9	1	.	1.1	1
COc1ccc(CN2C(=O)c3ccccc3C2C(=O)NC2CCCC2)c(OC)c1 (stereo unspecified)	.	6	.	.	6	1.5	.	0.9	0.9
COc1cc(NC2c3ncccc3C(=O)N2Cc2ccco2)cc(OC)c1 (stereo unspecified)	9	30	-8	3	11	1.3	3	0.9	0.7
COc1cc2c(cc1NC(=O)/C=C/c1ccccc1)oc1ccccc12	6	15	-5	3	78*	0.9	-3	0.2	0.8
CN1CCCc2cc3c(C(F)(F)F)cc(=O)oc3nc21	71*	14	-19	1	10	1.1	-11	0.9	0.9

A second format for some results above.
Rev-RRE block | CYP2C19 inh | PLK1 inh | EphB4 ephrin blk | CYP2C9 inh | PLAP activator | PLK1 PBD inh | CYP2C9 activ | CYP2C19 act | molecule
1 | 2 | -5 | 2 | 11 | 1.5 | 5 | 0.9 | 1 | Cc1ccc(OC(C)C(=O)Nc2ccc(S(=O)(=O)Nc3cc(C)on3)cc2)cc1 (stereo unspecified)
7 | -4 | -7 | 3 | 1 | 0.9 | 10 | 1 | 1 | C/C(=N\NC(=O)c1nc(C)cc(C)n1)c1ccccc1

The results go on.
SMILES	Rev-RRE block	CYP2C19 inh	PLK1 inh	EphB4 ephrin blk	CYP2C9 inh	PLAP activator	PLK1 PBD inh	CYP2C9 activ	CYP2C19 act
O=C(C(c1ccccc1)c1ccccc1)N1CCOCC1	10	47	-6	-2	16	1	27	0.8	0.5
CCn1c(/C=C2/C(=O)N(C)c3ccccc32)nc2ccccc2c1=O	-2	23	-11	-9	12	1	31	0.9	0.8
O=C1CCCC2=C1C(c1ccccc1O)C1=C(CCCC1=O)O2	6	8	-5	-3	12	1	26	0.9	0.9
Cc1ccc(-n2nnnc2SC(C)C(N)=O)c(C)c1 (stereo unspecified)	2	16	-5	-5	-19	0.9	3	1.2	0.8
O=C(COc1ccc(/C=N/NS(=O)(=O)c2ccccc2)cc1)NCCc1ccccc1	6	-1	-5	2	5	1.1	-6	0.9	1
O=C(CNC(=O)c1cccs1)NCC(=O)OCc1ccc(Cl)cc1Cl	8	33	-1	-2	-89	0.9	9	1.9	0.7
COCc1cc(C)nc2sc(C(=O)N3CCN(c4ccccc4)CC3)c(N)c12	4	80*	-14	0	78*	1.8	-8	0.2	0.2
O=C(c1ccco1)N1CCN(C(c2cccs2)c2sc3ncnn3c2O)CC1 (stereo unspecified)	3	52*	-2	-4	44	1.8	-17	0.6	0.5
COc1ccc(CCNC(=O)CSc2nnnn2Cc2ccc3c(c2)OCO3)cc1OC	7	36	-3	1	34	0.8	3	0.7	0.6
CCN(CC)CC(C)OC(=O)COc1ccc(OC)cc1 (stereo unspecified)	8	.	-3	8	.	.	-18	.	.
Cc1ccc(C(=O)O/N=C\c2ccc(N3CCCCC3)c([N+](=O)[O-])c2)cc1	14	43	-13	-2	61*	0.8	-25	0.4	0.6

Printed as active in Rev-RRE block, of those listed so far:
SMILES	Rev-RRE block	CYP2C19 inh	PLK1 inh	EphB4 ephrin blk	CYP2C9 inh	PLAP activator	PLK1 PBD inh	CYP2C9 activ	CYP2C19 act
N#CC1=C(N)SC(N)=C(C#N)C1CCc1ccccc1	79*	85*	0	-9	92*	1.2	-16	0.1	0.1
CCOC(=O)c1ccc2c(c1)N(CC)/C(=C\C=C1/SC(=S)N(CC)C1=O)N2CC	133*[fluorescence artefact?]	.	-10	-16	.	.	-130	.	.
CN1CCCc2cc3c(C(F)(F)F)cc(=O)oc3nc21	71*	14	-19	1	10	1.1	-11	0.9	0.9
